# EPAC1 antagonist: blocks human EPAC1 exchange factor | O95398 | Potency, µM (series often up to 115 µM), for inactives: at the highest dose activity change, negative = inhibition, usual class: inhibitors | hit rate 0.14% among 360,000 | AID 720709 | EPAC1 GEF assay, Rap1b-BODIPY-GDP exchange fluorescence;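 also: plate controls were vehicle for no effect and positive control for full effect; nearly all actives have a fitted effect of over 50% in size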
# Target sequence (O95398 whole entry, looked up): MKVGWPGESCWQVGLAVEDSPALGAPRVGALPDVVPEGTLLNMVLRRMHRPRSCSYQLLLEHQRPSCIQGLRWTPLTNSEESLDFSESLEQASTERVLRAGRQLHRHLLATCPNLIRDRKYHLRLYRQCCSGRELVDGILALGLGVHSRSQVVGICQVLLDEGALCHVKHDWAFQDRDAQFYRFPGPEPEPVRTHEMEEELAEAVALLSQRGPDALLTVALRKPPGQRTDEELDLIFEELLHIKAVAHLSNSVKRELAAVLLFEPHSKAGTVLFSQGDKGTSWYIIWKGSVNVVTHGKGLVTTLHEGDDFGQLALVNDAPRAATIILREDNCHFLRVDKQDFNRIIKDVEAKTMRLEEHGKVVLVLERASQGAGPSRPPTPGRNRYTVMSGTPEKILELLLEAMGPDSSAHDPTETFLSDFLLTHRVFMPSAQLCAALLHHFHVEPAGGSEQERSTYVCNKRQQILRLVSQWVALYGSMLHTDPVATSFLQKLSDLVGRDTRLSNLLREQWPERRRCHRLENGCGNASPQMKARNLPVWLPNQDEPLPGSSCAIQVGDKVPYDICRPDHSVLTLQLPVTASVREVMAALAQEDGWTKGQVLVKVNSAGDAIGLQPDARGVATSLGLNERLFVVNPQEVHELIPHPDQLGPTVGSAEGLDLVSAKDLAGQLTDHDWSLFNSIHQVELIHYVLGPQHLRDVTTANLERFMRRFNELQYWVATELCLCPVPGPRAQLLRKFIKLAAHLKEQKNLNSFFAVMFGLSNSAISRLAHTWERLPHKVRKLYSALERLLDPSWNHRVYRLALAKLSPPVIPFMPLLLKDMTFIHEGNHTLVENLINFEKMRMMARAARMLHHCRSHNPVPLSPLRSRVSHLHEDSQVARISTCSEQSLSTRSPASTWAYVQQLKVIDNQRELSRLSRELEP
# aSyn rescue: rescues yeast growth from alpha-synuclein toxicity; hit rate 0.14% among 370,000; Potency, µM (series often up to 46.1 µM), for inactives: at the top dose growth rescue (activation), hits mostly activators; Yeast expressing alpha-synuclein, growth rescue, BacTiter-Glo, 24 h; AID 652106; also: % of control where 0% means no effect; nearly all actives have a fitted effect of over 65% in size
#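 Screening used galactose-induced yeast with toxic alpha-synuclein levels, exposed to compound for 24 hr at 30 deg C. Cell growth, read with BacTiter-Glo luminescence, gave the measured signal.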
# EPAC1 ag: agonists of human EPAC1. EPAC1 agonist qHTS, biochemical assay; response scale: 100% = response to 6.5 mM cAMP. Potency, µM (titrated, usually from 154 µM), without a hit: top-dose activation, actives largely listed as activators. hit rate 0.073% among 360,000; also: nearly all actives have a fitted effect of over 60% in size
#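 Normalized to 6.5 mM cAMP, activity reflects EPAC1-catalysed release of BODIPY-GDP from Rap1B, followed kinetically over 30 min at 480 nm excitation, 540 nm emission. Reaction contained 100 nM EPAC1, 250 nM Rap1B-BODIPY-GDP, 50 uM GDP.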
# PTHR1 agonist: agonists of human PTHR1 parathyroid hormone receptor; Q03431; HEK293 GP2 PTHR1 cells, GloSensor cAMP luminescence, 1 h; Potency, µM (series often up to 115 µM), without a hit: at the highest dose activation, most hits filed as activators; hit rate 0.075% among 410,000; AID 743266; also: nearly all actives have a fitted effect of over 55% in size; some results filed as inactive show a strong effect at the top dose; inactives centre near -15; many of its hits are not listed in these tables
#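 HEK-293-derived GP2 cells expressing PTHR1 and a GloSensor cAMP reporter, 3,000/well, plated overnight, given luciferin plus IBMX (each 0.5 mM as added) for 1 h at 37 °C, then compound for 1 h at 37 °C. Luminescence was read after 15 min at room temperature.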
# FUS suppressor: FUS proteinopathy suppression in yeast | S. cerevisiae FUS-expressing, growth rescue, OD600, 24 h | Potency, µM (doses to about 76.6 µM), inactives show at the top dose growth rescue (activation), usual class: activators | hit rate 0.24% among 390,000 | AID 1347120;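 also: plate controls were DMSO vehicle for no effect and reference control for full effect; nearly all actives have a fitted effect of over 55% in size; some results filed as inactive show a strong effect at the top dose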
#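 Read-out: OD at 600 nm after 24hr at 30C, reporting rescue of FUS-induced yeast toxicity. Cells at OD 0.005 in galactose (2%) minimal medium; compounds tested in a dilution series; CP55940 titration from 92uM final as control.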
# TDP43 rescue: inhibitors of TDP-43 toxicity in yeast; TDP-43 expressing yeast growth rescue, BacTiter-Glo, 24 h; Potency, µM (titrated, usually from 46.1 µM), for inactives: at the highest dose growth rescue (activation), actives largely listed as activators; hit rate 1.8% among 410,000; AID 652104; also: % of control where 0% means no effect; nearly all actives have a fitted effect of over 50% in size
#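 Luminescence from BacTiter-Glo reports growth of TDP-43-expressing yeast after 24 hr at 30 deg C with compound. Cells were raffinose-pregrown to mid-log, then seeded in galactose medium at OD600=0.02.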
# EPAC2 agonist: EPAC2 (human) agonism; Q8WZA2; AID 720711; Potency, µM (top dose mostly 154 µM), inactives show top-dose activation, usual class: activators; hit rate 0.079% among 360,000; EPAC2 activation, biochemical qHTS; response scale: 100% = 6.5 mM cAMP response; also: nearly all actives have a fitted effect of over 50% in size
#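 Guanine nucleotide exchange by EPAC2 is measured as reduced fluorescence of BODIPY-GDP once it is released from 250 nM Rap1B. Plates are read kinetically for 30 min at room temperature; results are scaled to 6.5 mM cAMP.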
# EPAC2 antag: EPAC2 (human) antagonism; EPAC2 GEF exchange of Rap1B-BODIPY-GDP, fluorescence; hit rate 0.18% among 360,000; Q8WZA2; Potency, µM (highest dose often 114 µM), for the others: at the highest dose activity, negative = inhibition, actives largely listed as inhibitors; also: % is scaled to controls: 0 for no effect and ±100 for the full control effect; nearly all actives have a fitted effect of over 45% in size; many of its hits are not listed in these tables
# Numbers without * were called inactive; i = inactive; ? = inconclusive; nt = no result given; [ ] = remark or other dose. Calls follow the shape of the dose curve; as a rule, active = well fitted curve in the direction sought with a large enough effect; inconclusive = small, poorly fitted or top-dose-only effect, or another doubt; inactive = no such curve, though single readings can be large; an effect the other way counts as inactive or inconclusive. Potency is read from the fitted curve at half-maximal effect. Some of the compounds tested; the hit share may differ from the screen's.
Compound	TDP43 rescue	EPAC1 antagonist	EPAC1 ag	EPAC2 agonist	EPAC2 antag	PTHR1 agonist	FUS suppressor	aSyn rescue
C=CCNC(=O)c1onc(CSc2cccc(Cl)c2)c1C(=O)O	-9%	-9%	1%	6%	7%	-23%	-30%	0%
CN1CCN(NC(=O)Nc2cc(Cl)cc(Cl)c2)CC1	16%	-2%	0%	8%	4%	i	1%	-7%
COc1ccc([C@H]2/C=C\CN(S(=O)(=O)c3cccc4cccnc34)[C@@H](C)C(=O)N2Cc2ccc(F)cc2)cc1	-4%	-3%	7%	5%	2%	-41%[inhibitor]	?	14%
CCOC(=O)C1Nc2ccccc2C2C(O)C(O)CC12 (centres undefined)	-1%	2%	?	22%	30%	-32%[inhibitor]	25%	-4%
O=C(CSc1nc2ccccc2s1)N1N=C(c2cccs2)CC1c1ccc(F)cc1 (centres undefined)	12%	2%	19%	2%	-6%	-7%	14%	3%
Cc1c(S(=O)(=O)c2ccccn2)c(N)n(Cc2ccccc2Cl)c1C	18%	25%	2%	4%	0%	i	14%	14%
COc1ccc(-c2noc(CCC(=O)N3CCN(c4cccc(C(F)(F)F)c4)CC3)n2)cc1	1%	-4%	-3%	16%	-13%	-12%	?	18%
Cc1ccc(C)c(NC(=O)CN(C)C(=O)COc2ncnc3sccc23)c1	7%	17%	-5%	-2%	7%	i	1%	-1%
Cc1cc(=O)c2n(Cc3ccccc3Cl)nc[n+]2[nH]1	-1%	1%	-7%	6%	5%	-9%[57.5 µM]	1%	-6%
CC1=NN(C(=O)c2ccc(Cn3ccc([N+](=O)[O-])n3)cc2)C(O)(C(F)(F)F)C1 (centres undefined)	-4%	-3%	-17%	-1%	13%	-16%	nt	-6%
COc1cc(C(=S)N2CCOCC2)ccc1OS(=O)(=O)c1ccc(C)cc1	24%	7%	-5%	18%	-1%	-14%	19%	4%
Cc1nc2ccc(NC(=O)c3cccnc3)cc2s1	21%	18%	-4%	-5%	2%	i	-1%	6%
O=C(NC(CO)C(=O)OCc1ccccc1)OCc1ccccc1 (centres undefined)	1%	-12%	-8%	-6%	0%	-9%	3%	7%
O=C(O)c1ccc(N/N=C/c2ccc3c(c2)OCO3)cc1	-30%	-2%	5%	2%	?	-30%	8%	-8%
O=C(NCCC(=O)N1O[C@@H]2C=C[C@H]1C2)OCC1c2ccccc2-c2ccccc21	3%	1%	2%	1%	-29%	i	-5%	-3%
CC(=O)CSc1ncnc2sc3c(c12)CCCC3	?	-29%	4%	11%	-5%	i	7%	23%
CC(C)Oc1ccc(CN2CCC(n3nccc3NC(=O)CCc3ccccc3)CC2)cc1	-5%	0%	1%	-2%	-4%	-37%[inhibitor]	nt	-1%
Cc1cc(C)c2c(N)c(C(=O)Nc3cccc(C)c3C)sc2n1	-4%	-10%	10%	14%	4%	-10%	2%	3%
COc1ccc(N2CCN(C(=O)c3ccc(CNS(=O)(=O)c4ccc(C)cc4)cc3)CC2)cc1	1%	?	8%	-5%	-10%	-27%	-11%	0%
CC(=O)N1CCN(c2ccc(NC(=O)c3ccccc3)cc2)CC1	-7%	3%	12%	9%	-1%	i	11%	-12%
C/C(=N/N=C1/NC(=O)CC(C(=O)Nc2ccccc2)S1)c1cccs1 (centres undefined)	17%	5%	2%	6%	-10%	-10%	7%	0%
COc1ccc(C(=O)NC(=S)N(C)C2CCCCC2)cc1Br	7%	1%	-3%	6%	9%	i	15%	-5%
O=C(Nc1ccc2c(c1)OCO2)Nc1cnccn1	-4%	0%	5%	9%	1%	-4%[57.5 µM]	2%	-7%
COc1cc(C(=O)OCC(=O)Nc2ccc(N3CCOCC3)cc2)ccc1OCC(C)C	-7%	-5%	-60%[inhibitor]	-11%	-3%	i	3%	-2%
O=[N+]([O-])c1ccc(Oc2ccc(F)cc2Br)c2ccncc12	9%	0%	5%	9%	3%	-6%	-19%	6%

# Some of the entries so far, with each value named.
Cc1cc(C)c2c(N)c(C(=O)Nc3cccc(C)c3C)sc2n1
  TDP43 rescue: -4%	EPAC1 antagonist: -10%	EPAC1 ag: 10%	EPAC2 agonist: 14%	EPAC2 antag: 4%	PTHR1 agonist: -10%	FUS suppressor: 2%	aSyn rescue: 3%

COc1ccc(N2CCN(C(=O)c3ccc(CNS(=O)(=O)c4ccc(C)cc4)cc3)CC2)cc1
  TDP43 rescue: 1%	EPAC1 antagonist: ?	EPAC1 ag: 8%	EPAC2 agonist: -5%	EPAC2 antag: -10%	PTHR1 agonist: -27%	FUS suppressor: -11%	aSyn rescue: 0%

# (next part)
Compound	TDP43 rescue	EPAC1 antagonist	EPAC1 ag	EPAC2 agonist	EPAC2 antag	PTHR1 agonist	FUS suppressor	aSyn rescue
O=C(NCCN1CCN(c2ccccc2)CC1)c1ccc(NC(=O)C2CCCO2)cc1 (centres undefined)	12%	6%	2%	8%	-3%	i	3%	-1%
Cn1c(N)c(C(=O)COC(=O)C2CC(O)CN2S(=O)(=O)c2ccc(Cl)cc2)c(=O)n(C)c1=O (centres undefined)	-20%	-24%	6%	10%	3%	-21%	-5%	1%
COc1ccc(NC(=O)CN2C(=O)C(c3ccccc3)=NC23CCCCCC3)cc1OC	5%	-13%	-2%	-7%	-8%	i	27%	17%
Cc1ccc(Cn2c(C)c(C(=O)NCc3cccc(C(F)(F)F)c3)sc2=O)cc1	13%	-30%	-5%	-7%	-11%	-9%	-10%	-4%
CCc1cc(=O)oc2c(C)c(OCC(=O)NCC3CCC(C(=O)O)CC3)ccc12 (centres undefined)	7%	4%	-16%	-4%	4%	17%	-18%	-12%
Cc1ccc(-n2c(SCC(=O)NCC3CCCO3)nc3c(c2=O)SCC3)cc1 (centres undefined)	2%	5%	0%	-5%	2%	-3%	0%	-4%
CCOc1cc(NC(=S)NCc2ccco2)c(OCC)cc1NC(C)=O	-5%	0%	2%	2%	0%	-11%[57.5 µM]	-10%	-5%
C#CCOCCOCCOCCNc1nc(N2CCN(C(=O)[C@H](C(C)C)n3cc(CCO)nn3)CC2)nc(N2CCN(C(=O)[C@H](C)n3cc(CCCN=C(N)N)nn3)CC2)n1	9%	3%	3%	5%	6%	i	-5%	4%
COc1ccc(-c2onc(C)c2-c2cnn(-c3ccccc3)c2)c(O)c1C	-12%	-9%	2%	8%	0%	i	17%	5%
CCn1c(SCC(=O)Nc2ccc(C)cc2)nc(O)cc1=O	7%	-2%	1%	-10%	1%	i	17%	3%
CC(=O)c1ccc(N2CCN(S(=O)(=O)c3c(C)[nH]c(C)c3C(=O)N3CCCC3)CC2)cc1	-18%	-27%	14%	4%	12%	-47%[inhibitor]	13%	-4%
CC(=O)Nc1ccc(OCC(O)Cn2nc(C)nc2C)cc1 (centres undefined)	-20%	10%	11%	19%	-2%	21%	1%	3%
COc1ccc(C(=O)Nc2ccc([N+](=O)[O-])cn2)cc1OC	?	0%	-7%	-12%	4%	i	-5%	2%
CC1(C)CC(=O)c2cc(C(=O)NCc3ccco3)c(=O)n(-c3ccc(Cl)cc3)c2C1	-11%	-5%	2%	7%	-2%	-10%[57.5 µM]	4%	2%
CCN(CC)S(=O)(=O)c1ccc(OC)c(NC(=O)c2cccc([N+](=O)[O-])c2C)c1	-1%	-24%	6%	5%	-2%	-5%[57.5 µM]	23%	1%
Cc1ccc(-c2nn(-c3ccccc3)cc2NC(=O)CCl)cc1	-2%	5%	-10%	1%	23%	-32%	5%	10%
COc1cc(NC(=S)NC2CC2)c(OC)cc1Cl	17%	8%	0%	-4%	-22%	i	-2%	2%
CCOc1ccc(N2CC(C(=O)Nc3ccc(S(=O)(=O)N4CCCCC4)cc3)CC2=O)cc1 (centres undefined)	31%	-3%	-9%	-4%	-11%	-40%[inhibitor]	26%	3%
Cc1ccc(C)c(Cn2c3ccccc3c3cnn(CC(=O)NCc4ccccn4)c(=O)c32)c1	-20%	-25%	-15%	-15%	-18%	0%	31%	0%
Cc1c(Cl)cccc1NC(=O)CNc1cccc(S(=O)(=O)N(C)C)c1	10%	-14%	-8%	2%	6%	-15%	nt	1%
O=C1N(Cc2ccc3c(c2)OCO3)c2ccccc2C1(O)c1c[nH]c2ccccc12 (centres undefined)	14%	8%	8%	7%	6%	i	41%	-4%
COc1cccc(OCCCOc2ccc([N+](=O)[O-])cc2Cl)c1	12%	?	-3%	16%	-5%	i	nt	-3%
O=C(CN(CC1CCCO1)S(=O)(=O)c1ccc(S(=O)(=O)NCC2CCCO2)cc1)Nc1ccccc1 (centres undefined)	-7%	0%	0%	7%	-3%	-21%	9%	6%
CCCCN1C(=S)NC[C@@H]1Cc1cccc2ccccc12	?	?	11%	13%	-25%	-66%[inhibitor]	?	6%
CCC(=O)N1CCCN(S(=O)(=O)c2ccc(C)cc2)C1c1ccc(OC)cc1 (centres undefined)	-8%	-7%	11%	6%	-24%	-13%	9%	6%

# (cont.)
Compound	TDP43 rescue	EPAC1 antagonist	EPAC1 ag	EPAC2 agonist	EPAC2 antag	PTHR1 agonist	FUS suppressor	aSyn rescue
O=C1C2C3C=CC(C3)C2C(=O)N1CNc1ccccc1 (centres undefined)	?	16%	3%	2%	8%	-11%	nt	-9%
Cc1sc2nc(C)n(/N=C/c3ccccc3O)c(=O)c2c1C	-5%	-11%	7%	6%	-9%	?	16%	1%
Cn1c(NC(=O)c2ccco2)c(-c2ccccc2)c(=O)c2ccccc21	15%	4%	0%	-3%	2%	-13%[57.5 µM]	25%	1%
CC(C)(C)c1ccc(-c2nc(C#N)c(N3CCC(C(N)=O)CC3)o2)cc1	-15%	?	8%	2%	-22%	-22%	?	18%
CSc1nnc(C2CCN(CC(=O)Nc3ccccc3N3CCOCC3)CC2)n1C	-1%	8%	4%	1%	1%	-15%	-16%	0%
O=C(Nc1ccc(S(=O)(=O)N2CCOCC2)cc1)c1ccco1	4%	-13%	4%	-10%	6%	i	1%	-1%
CCCc1cc(=O)[nH]c(SCC(=O)Nc2cc(S(=O)(=O)N3CCCCC3)ccc2C)n1	19%	5%	-8%	-5%	3%	i	-3%	1%
CCN(CC)CCCNc1cc(C(F)(F)F)c(C#N)c2nc3ccccc3n12	-11%	11%	-7%	-3%	-3%	i	11%	0%
CCSc1nnc(-c2cc(Br)ccc2N=Cc2c(C)[nH]n(-c3ccccc3)c2=O)c(=O)[nH]1	-17%	-7%	2%	-8%	-14%	-31%	3%	-5%
